Screening data as filed in PubChem.
14-3-3 PPI = alters human 14-3-3 gamma binding to Raf peptide. P61981. FP, 14-3-3gamma / TMR-pS259-Raf peptide binding. inhibition, % at 40 µM. 160,000 tested, 0.19% active. AID 422; in the data active = inhibition above about 30%;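 also: 0% = protein plus tracer without compound and 100% = blank with tracer alone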
Target sequence (P61981 whole entry, looked up): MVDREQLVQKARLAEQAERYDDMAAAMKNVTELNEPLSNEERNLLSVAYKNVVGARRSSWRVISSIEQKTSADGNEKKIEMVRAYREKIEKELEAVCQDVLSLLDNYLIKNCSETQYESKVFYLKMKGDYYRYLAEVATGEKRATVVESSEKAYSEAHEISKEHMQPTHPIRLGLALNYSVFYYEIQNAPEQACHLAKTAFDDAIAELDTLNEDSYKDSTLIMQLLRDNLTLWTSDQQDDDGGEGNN
* marks the source's active call; other numbers are inactive results; & = joins results of further samples. Some of the compounds tested. The share of hits here may be higher or lower than overall.

14-3-3 PPI | molecule
-1.5 | Cc1ccc(-c2cc(C(=O)O)n[nH]2)o1
-15.1 | CCC1(C)CC(CCN)(c2ccc(F)cc2)CCO1 (stereo not drawn)
-3.4 | COc1ccc(CCc2nc(C)ccc2O)cc1
5.0 | COc1ccc(-n2c(CSc3nc(C)cc(C)n3)nnc2SCC(=O)Nc2nccs2)cc1
-5.5 | CCC1Oc2ccccc2N(CC(=O)NCCN2C(C)CCCC2C)C1=O (stereo not drawn)
4.9 | Cc1ccccc1C(=O)Nc1ccccc1C(=O)N1CCC(C)CC1
-4.0 | Cc1ccc(S(=O)(=O)Nc2ccc([N+](=O)[O-])cc2C)cc1
-9.6 | CCOc1ccc2nc(NC(=O)COc3ccccc3)sc2c1
3.0 | COc1ccc2cc(C(=O)NC(C)=O)c(=Nc3ccc(C(F)(F)F)cc3)oc2c1
-29.2 | CCc1cccc2c1NC(c1ccc([N+](=O)[O-])cc1)C1CC=CC21 (stereo not drawn)
-0.5 | O=C(Nc1ncc2c(n1)CC(c1ccco1)CC2=O)c1ccccc1 (stereo not drawn)
0.0 | COc1ccc(OC)c(C2CC(=O)c3c([nH]c(C(=O)OC4CCC(C)CC4)c3C)C2)c1 (stereo not drawn)
-4.6 | Cc1ccc(OCc2nc3c4c5c(sc4ncn3n2)CCCC5)cc1
-6.3 | CCN(CC)c1ncnc2sc(C(=O)N3CCCC(C)C3)c(C)c12 (stereo not drawn)
-8.3 | Cc1ccc(NS(=O)(=O)c2ccc3c(c2)c(=O)n(C)c(=O)n3C)cc1F
5.5 | COC(=O)c1ccc(NC(=O)CNC(=O)C2CCCCC2)c(C)c1
-10.2 | Cc1ccc(Nc2c(-c3ccco3)nc3ccc(C)cn23)cc1
2.5 | CC1CCCC(C)N1C(=O)c1cc(F)c(F)cc1Cl (stereo not drawn)
-5.8 | O=C(c1cccs1)N1CCC(c2ccccc2)C1 (stereo not drawn)
-4.4 | O=C(O)C1CCCN1S(=O)(=O)c1ccc2[nH]c(=O)c(=O)[nH]c2c1 (stereo not drawn)
2.0 | COc1cc(CN2CCSCC2)cc(OC)c1OC
-0.7 | CC1=CC(C)(C)N(C(=O)Nc2cccc(Cl)c2)c2cc(C)c(C)cc21
4.9 | CC12c3ccccc3C(c3ccccc31)C1C(=O)N(Cc3ccc(F)cc3)C(=O)C12 (stereo not drawn)
-5.2 | O=C(CN1C(=O)c2ccccc2S1(=O)=O)Nc1cccc(F)c1
-1.3 | COc1ccc(C2C3=C(CC(C)(C)CC3=O)Nc3nc(SCc4ccccc4)nn32)cc1OC (stereo not drawn)
-1.4 | CCOc1cc2c(cc1OCC)C1C(C(=O)NCc3cccs3)c3ccccc3C(=O)N1CC2 (stereo not drawn)
0.8 | Cc1cccc(-n2c(=O)c3ccccc3n(CC(=O)NCc3ccco3)c2=O)c1
4.0 | Clc1ccc2nc(-c3cccnc3)c(Nc3ccc4c(c3)OCO4)n2c1
-1.2 | COc1ccccc1CNC(=O)c1ccc2c(=O)n(CCCN3CCCC3=O)c(=S)[nH]c2c1
-40.3 | COc1ccc2cc(C3CC(c4ccc(Cl)cc4)=NN3C(=O)c3ccco3)c(Cl)nc2c1 (stereo not drawn)
-3.3 | Cc1cc2c(C)nc(Cc3ccccc3)nc2o1
-6.9 | c1csc(CN2CCN(Cc3cccs3)C2c2cccs2)c1
2.8 | O=C(CSc1nc2cc(Cl)ccc2s1)N1CCN(C(=O)c2ccco2)CC1
-6.8 | O=[N+]([O-])c1ccc(C=Nc2ccc(-c3nc4ccccc4o3)cc2)s1
-1.1 | CCN(C(=O)c1cccc(F)c1)c1ccccc1C
3.5 | Cc1cccc(C)c1-n1nnnc1S(=O)(=O)Cc1ccccc1Cl
-6.6 | Cc1nc2c(cc(Oc3ccc(S(=O)(=O)N4CCOCC4)cn3)c3ccsc32)s1
-8.0 | CC1=C(C(=O)OCCCBr)C(c2ccccc2)NC(=O)N1 (stereo not drawn)
-11.3 | CN(C)CCCNc1ccc([N+](=O)[O-])cc1Cl
0.5 | CC1(C)CC(N2CCCCC2)=CC(=S)S1
-29.2 | NC1=NC(=O)C(CC(=O)Nc2ccc3c(c2)OCO3)S1 (stereo not drawn)
-12.9 | Cc1nnc(SCc2ccccc2F)n1NCc1cccs1
-0.4 | O=c1[nH]c(C=Cc2ccccc2)c([N+](=O)[O-])c(=O)[nH]1
-5.5 | COc1ccccc1-n1c(CCC(=O)O)ccc1-c1ccccc1
-25.1 | COc1ccc(Cn2c(C)nc3c(c2=O)c2nc4ccccc4nc2n3Cc2ccco2)cc1
-3.6 | Cn1c(=O)c2c(nc(SCC(=O)NC3CCCCC3)n2C)n(C)c1=O
-4.8 | Cc1nn(CC(=O)Nc2ccc3c(c2)oc2ccccc23)c(=O)c2ccccc12
5.2 | COc1ccccc1N1CCN(C(=O)CN(Cc2ccc(Cl)cc2)S(C)(=O)=O)CC1
-3.2 | CCCCNC(=O)CN1N=C(c2ccc(Cl)cc2)CCC1=O
-0.5 | Cc1cccc(N2CCN(S(=O)(=O)c3ccc4c(c3)CCN4C(=O)CCC(=O)O)CC2)c1C
-9.6 | O=C(CCC1N=C2c3ccccc3N=C(SCC(=O)c3ccc(F)cc3)N2C1=O)NC1CCCCC1 (stereo not drawn)
0.5 | COc1ccccc1C(=O)n1nc(-c2cccnc2)nc1N
-10.5&6.8 | O=c1oc2ccccc2c(N2CCCCC2)c1CN1CCCCC1
3.2 | O=C(CCC(=O)c1cccs1)OCc1nc2ccccc2s1
-0.3 | CS(=O)(=O)N1CCN(C(=O)c2cc(-c3cccs3)nc3ccccc23)CC1
1.9 | COc1ccc(-c2csc(Nc3ccc(C(=O)O)c(O)c3)n2)cc1C
-6.9 | O=C(c1ccccc1Br)N1CCN(c2ccccc2)CC1
-4.7 | O=C(NCCc1ccco1)c1nn(Cc2ccccc2)c(=O)c2ccccc12
1.1 | CCOc1ccc(S(=O)(=O)N(CC(=O)Nc2ccc(C)c(C)c2)c2ccc(C)cc2)cc1
-11.6 | CCC1CCCCN1CCCNC(=O)c1ccc(CS(=O)(=O)Cc2ccccc2F)o1 (stereo not drawn)

The results go on:
14-3-3 PPI | molecule
-0.6 | CCCCCC(=O)Nc1ccc2oc(-c3cccnc3)nc2c1
24.9 | COc1cc([N+](=O)[O-])ccc1NC(=O)c1cc(-c2ccccc2)nc2ccccc12
-2.0&-0.7 | Fc1ccc(CNc2ncnc3c2cnn3-c2ccccc2)cc1
-7.0 | CCOc1ccc(-n2cc(C(=O)NCc3ccco3)c3cc(OC)c(OC)cc3c2=O)cc1
-0.6 | COC(=O)C1=C(C)NC(=O)NC1C1CC=CCC1 (stereo not drawn)
-12.1 | NS(=O)(=O)c1ccc(CCNC(=O)CN2C(=O)C3C4C=CC(C4)C3C2=O)cc1 (stereo not drawn)
-6.0 | COc1ccccc1-c1csc(NC(=O)c2cc(OC)c(OC)c(OC)c2)n1
-0.1&0.6 | Cc1onc(-c2ccccc2Cl)c1C(=O)N1CCN(C(=O)c2ccco2)CC1
-20.1 | CCOc1ccc(C(=O)c2sc3nc(N)c(C#N)c(CC)c3c2N)cc1
-21.1 | CC1=C(C(=O)OC(C)C)C(c2ccc(-c3cccc([N+](=O)[O-])c3)o2)C(C(=O)OC(C)C)=C(C)N1
-14.2 | O=C(Cc1ccccc1)Nc1cccc(-c2nnc(-c3ccccc3)o2)c1
-0.2 | O=C(c1ccc(F)cc1)C(CN1CCOCC1)c1ccccc1 (stereo not drawn)
-1.1 | FC(F)(F)C(Oc1nc(Nc2ccc(Cl)cc2)nc(N2CCOCC2)n1)C(F)(F)F
-10.3 | CCCn1c(N2CCN(C(=O)N3CCCCC3)CC2)nc2ccccc21
0.9 | COc1ccccc1C(=O)N1CCN(S(=O)(=O)c2ccccc2)CC1
-11.4 | CCOc1ccc(S(=O)(=O)NC2CCCCCC2)c2cccnc12
-5.1 | O=S(=O)(NCC1COc2ccccc2O1)c1cccc2nsnc12 (stereo not drawn)
-4.4 | Cn1c(=O)oc2cc(S(=O)(=O)NCCCc3ccccc3)ccc21
7.8 | CCOC(=O)Cc1nc2nc(C)c([N+](=O)[O-])c(=O)n2[nH]1
-2.8 | CCc1ccc2oc(-c3cccc(NC(=O)c4cccc(F)c4)c3)nc2c1
-4.3&-1.2 | C[N+](C)(C)CCCCCC[N+](C)(C)C
2.5 | CS(=O)(=O)N1CCc2cc(C(=O)N3CCOCC3)ccc21
-5.8&9.2 | CCOC(=O)c1nn(-c2ccc3c(c2)OCO3)cc1O
-5.2 | Cc1noc(C)c1C(=O)OCC(=O)NC(=O)NC12CC3CC(CC(C3)C1)C2
-5.5 | CC(Oc1ccccc1)C(=O)N1CCN(c2ccccc2)CC1 (stereo not drawn)
-4.1 | Cc1ccc(-n2c(=O)c3sccc3n(CC(=O)NC3CCCC3)c2=O)cc1
2.8 | Cc1ccc(NC(=O)c2cn(C3CCCC3)c(=O)c3c2c2ccccc2n3C)nc1
-0.5 | COc1ccccc1N(CC(=O)Nc1ccc2c(c1)OCO2)S(=O)(=O)c1ccccc1
-5.7 | O=C(O)c1cc(-c2ccc(F)cc2)nc2ccc(Br)cc12
-1.1 | COc1ccc(-c2cc(=O)c3ccccc3s2)cc1

Overlap with the part before: 4 entries, followed by the next part.
14-3-3 PPI | molecule
2.8 | Cc1ccc(NC(=O)c2cn(C3CCCC3)c(=O)c3c2c2ccccc2n3C)nc1
-0.5 | COc1ccccc1N(CC(=O)Nc1ccc2c(c1)OCO2)S(=O)(=O)c1ccccc1
-5.7 | O=C(O)c1cc(-c2ccc(F)cc2)nc2ccc(Br)cc12
-1.1 | COc1ccc(-c2cc(=O)c3ccccc3s2)cc1
-2.0 | CCN1CCN(c2ncc3c(n2)CC(c2ccc(OC)c(OC)c2)CC3=O)CC1 (stereo not drawn)
-10.8 | CCCN(c1nc(C)cc(OC)n1)S(=O)(=O)c1ccccc1
-2.0 | CC1CCCC(NC(=O)C2CCC(CNS(=O)(=O)c3ccccc3)CC2)C1C (stereo not drawn)
-12.0 | CCOc1ccc(C=Nc2c(C)n(C)n(-c3ccccc3)c2=O)cc1
3.1 | CCOC(=O)c1cnc2ccc(OCC)cc2c1NCc1ccccc1
-6.3 | CC(Nc1ccc(Br)cn1)c1cc(Cl)ccc1O (stereo not drawn)
8.7 | CCOc1ccc(N(CC)C(=O)COc2cc(=O)n(C)c3ccccc23)cc1
-0.1 | Cc1nc(Nc2ccccc2)[nH]c(=O)c1CCC(C)C
-4.3 | CCOC(=O)N1CCN(C(=O)C2CC(c3cc(OC)ccc3OC)=NO2)CC1 (stereo not drawn)
-5.5 | Cc1cccc(C(=O)OC(C)CN2CCCC2)c1 (stereo not drawn)
-12.7 | O=C1CN(C(=O)CCc2ccccc2)C(c2ccccc2)c2cc(F)ccc2N1 (stereo not drawn)
-0.9 | COc1cccc(C2=NOC(C(=O)NC(C)(C)C)C2)c1 (stereo not drawn)
-3.4 | Cc1ccc(NC(=O)c2nn3c(C(F)(F)F)cc(-c4ccco4)nc3c2Cl)cc1C
-14.6 | Cc1cc(C(F)(F)F)nc2sc(C(=O)c3ccc(Cl)cc3)c(N)c12
-9.3 | O=C(NC1CCCC1)C(c1ccc(Cl)cc1)N1CCCCC1 (stereo not drawn)
-3.4 | Cc1cc(O)c(C(c2ccc(Cl)cc2)c2c(O)cc(C)oc2=O)c(=O)o1
1.8 | COc1ccc(S(=O)(=O)Nc2ccccc2C)cc1OC
-3.2 | O=C(NC1CCS(=O)(=O)C1)c1ccc(S(=O)(=O)NCC2CCCO2)cc1 (stereo not drawn)
3.9 | CCCC(=O)NC(c1cccs1)c1cc(Cl)c2cccnc2c1O (stereo not drawn)
1.5 | CN1C(=O)C(O)(CC(=O)c2cc(O)ccc2O)c2ccccc21 (stereo not drawn)
-32.4 | CCOc1ccc(-c2cc(C)n3nc(C(=O)Nc4ccc(Br)cc4)cc3n2)cc1
0.1 | O=C(CC(NS(=O)(=O)c1ccc(Cl)cc1)c1ccco1)N1CCc2ccccc21 (stereo not drawn)
0.6 | COc1ccc(NC(=O)CCS(=O)(=O)c2nc(-c3cccs3)cc(C(F)(F)F)n2)cc1
-3.2&-10.7 | O=C(Nc1ccc(NC(=O)c2ccco2)cc1)c1cnccn1
0.1 | CCOC(=O)c1cc(CC)sc1NC(=O)c1cccc(Br)c1
5.5 | CCc1nc2ccccc2c(NC(=O)CN(CC)CC)c1C
-10.5 | CC(=O)Nc1cccc(C(=O)Oc2cccc(C)c2)c1O
2.0 | CCCCn1c(SCc2nnc(-c3ccccc3)o2)nc2c1c(=O)n(C)c(=O)n2C
-7.0 | CC(C)(C)c1ccc(S(=O)(=O)Nc2ccc(O)c3ccccc23)cc1
-3.3 | COC(=O)c1ccccc1NC(=O)C1c2ccccc2C(=O)N(c2ccc(OC)cc2)C1c1ccc(OC)cc1 (stereo not drawn)
-5.0 | CC(=O)c1ccc(N2CCN(C(=O)C3CCCN(S(=O)(=O)c4cnc[nH]4)C3)CC2)cc1 (stereo not drawn)
-4.6 | O=C(CN1C(=O)COc2ccccc21)NCc1ccccn1
0.3 | OCn1nc(-c2ccncc2)n(Cc2ccccc2)c1=S
3.4 | CCOC(=O)C1=C(C)NC(=S)NC1c1cc(OC)ccc1OC (stereo not drawn)
2.4 | Cc1ccc(CC2CC(=O)N(c3nc4ccccc4n3C)C2=O)cc1 (stereo not drawn)
-8.2 | CCOC(=O)c1c(NC(=O)CSc2nc3c(cnn3-c3ccc(F)cc3)c(=O)[nH]2)sc2c1CCCCC2
-8.2 | Cc1onc(-c2ccccc2)c1C(=O)N1CCN(Cc2ccc3c(c2)OCO3)CC1
-3.8 | CCCc1cc(-c2ccc(O)c(OCC)c2)c(C#N)c(N)n1

For reference, part of the list above:
14-3-3 PPI | molecule
-5.0 | CC(=O)c1ccc(N2CCN(C(=O)C3CCCN(S(=O)(=O)c4cnc[nH]4)C3)CC2)cc1 (stereo not drawn)
-4.6 | O=C(CN1C(=O)COc2ccccc21)NCc1ccccn1
0.3 | OCn1nc(-c2ccncc2)n(Cc2ccccc2)c1=S
3.4 | CCOC(=O)C1=C(C)NC(=S)NC1c1cc(OC)ccc1OC (stereo not drawn)
2.4 | Cc1ccc(CC2CC(=O)N(c3nc4ccccc4n3C)C2=O)cc1 (stereo not drawn)
